# Screening data (PubChem)
# MsrA act – activators of bovine methionine sulfoxide reductase A; purified bovine MsrA, absorbance read-out; activation, % at 10.6 µM; 360,000 compounds, 0.3% hits; in the data active = activation above about 7.5%;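 note: 0% = vehicle and 100% = reference activator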
# CendR NRP1 mod – modulators of CendR peptide binding to human neuropilin-1; FAM-RPARPAR peptide binding to NRP-1, fluorescence polarization; 360,000 compounds, 0.85% hits; AID 602438; inhibition, % at 25 µM; O14786;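 active = inhibition or corrected inhibition above about 18%, plus a signal ratio from 0.5 to 1.5, limit read from the data, passing the limit was not always enough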; note: strong numbers were not always called active
# SKN-1 block – inhibitors of C. elegans SKN-1 | 360,000 compounds, 0.49% hits | AID 624304 | C. elegans VP596 Pgst-4::GFP/RFP ratio, acrylamide-induced, 24 h | inhibition, % at 21.8 µM;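 active = interference check ratio from 0.5 to 1.5 plus GFP to RFP signal ratio inhibition reaching or exceeding a fixed threshold, cut at about 30% in these data, passing the limit was not always enough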; note: some compounds called inactive have numbers as strong as hits
# PABP1 MLLE inh – inhibitors of microRNA-mediated deadenylation, human PABP1 MLLE binding. 360,000 compounds, 0.36% hits. P11940. AID 588489. GST-MLLE / FITC-PAM2 fluorescence polarization. inhibition, % at 20 µM; in the data active = inhibition above about 35%, passing the limit was not always enough;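 note: plate controls were DMSO wells with GST-MLLE for no effect and wells lacking GST-MLLE protein for full effect; some results filed as inactive read as strong as hits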
# Neddylation inh – cullin neddylation inhibition; TR-FRET cullin neddylation, biochemical; calls only at 25 µM; 360,000 compounds, 0.58% hits; P61081+Q13564; in the data active = inhibition above about 36%
# Target sequence (P61081 whole entry, looked up): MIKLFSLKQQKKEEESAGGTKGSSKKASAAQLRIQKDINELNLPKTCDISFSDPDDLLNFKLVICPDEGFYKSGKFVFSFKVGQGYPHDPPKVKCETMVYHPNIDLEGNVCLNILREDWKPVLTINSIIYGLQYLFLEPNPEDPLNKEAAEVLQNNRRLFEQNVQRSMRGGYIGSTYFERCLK
# Target sequence (Q13564 whole entry, looked up): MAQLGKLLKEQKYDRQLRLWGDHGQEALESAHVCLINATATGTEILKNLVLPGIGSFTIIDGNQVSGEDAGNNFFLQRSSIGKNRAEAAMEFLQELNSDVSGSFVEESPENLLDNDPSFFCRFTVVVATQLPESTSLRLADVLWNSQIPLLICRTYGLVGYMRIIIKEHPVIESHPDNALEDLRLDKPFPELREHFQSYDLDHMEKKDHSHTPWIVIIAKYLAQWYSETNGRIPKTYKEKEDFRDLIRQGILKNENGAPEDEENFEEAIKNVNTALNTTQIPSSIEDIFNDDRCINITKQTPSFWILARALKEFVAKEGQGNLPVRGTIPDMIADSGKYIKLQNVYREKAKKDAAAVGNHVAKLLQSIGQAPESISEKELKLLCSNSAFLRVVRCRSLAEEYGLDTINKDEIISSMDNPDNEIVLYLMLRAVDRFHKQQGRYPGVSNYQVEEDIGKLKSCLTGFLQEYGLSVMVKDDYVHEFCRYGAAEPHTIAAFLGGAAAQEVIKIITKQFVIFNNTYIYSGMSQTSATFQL
# FAS-TE inh – FAS thioesterase (human) inhibition. P49327. recombinant FAS-TE, OMFH fluorogenic substrate, fluorescence endpoint. inhibition, % at 15 µM. 360,000 compounds, 0.67% hits. AID 602261;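 active = compounds whose normalised, plate-corrected inhibition of enzyme fluorescence in the single-dose primary screen is 50% or more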;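 note: 0% = DMSO with enzyme and 100% = substrate without enzyme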
# eLon inh – inhibitors of E. coli Lon protease; 360,000 compounds, 0.42% hits; purified E. coli Lon protease, fluorescence polarization; P0A9M0; inhibition, % at 7.94 µM; in the data active = inhibition above about 13%, passing the limit was not always enough;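 note: 0% = enzyme with probe and DMSO and 100% = no enzyme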
# Rin1-Abl PPI inh – human Rin1-Abl interaction inhibition. 360,000 compounds, 0.4% hits. AID 588664. P00519+Q13671. TR-FRET Rin1/Abl binding, biochemical. inhibition, % at 7.35 µM; in the data active = inhibition above about 5%, passing the limit was not always enough
# MT1-MMP act inh – inhibitors of human MT1-MMP activation | P50281 | HT1080 RFP-PRO-GFP cells, GFP/RFP ratio fluorescence, overnight; percent of plate control window, DMSO zero | GFP/RFP ratio change, % at 20 µM | 360,000 compounds, 0.061% hits;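 active = GFP/RFP ratio change of at least 30% with cell ATP level not reduced by more than half and red fluorescence within 50% of control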; note: strong numbers were not always called active
#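 Assay system: HT1080 RFP-PRO-GFP cells. Benchmarks: DMSO vehicle wells and RFP-L50D-GFP reporter cell wells. Times: overnight cell settling, then overnight compound exposure, 37 °C, 5% CO2. Compound: 20 µM single dose, 1% DMSO. Read-out basis: GFP/RFP fluorescence ratio.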
# Starred values were filed as active, the others as inactive; i = inactive; / = no result given.
# A first look:
no.	mol	MsrA act	CendR NRP1 mod	SKN-1 block	PABP1 MLLE inh	Neddylation inh
1	Cc1ccc(-n2nnnc2SCC(N)=O)c(C)c1	-4	4	0	6	i
2	O=C(OCc1ccc([N+](=O)[O-])cc1)c1ccc2ccccc2n1	-3	3	3	-2	i
3	CCCn1c2ccccc2c2cnn(CC(=O)NCCCN3CCCCC3CC)c(=O)c21 (centres undefined)	-3	29*	13	1	i
4	O=C(NCc1ccc(N2CCCC2=O)cc1)NC1CCCCC1	-2	10	-7	-2	i
5	C/C(=N\NC(=O)COc1cccc(C)c1)c1ccc2ccccc2c1O	-2	-6	12	-24	i

no.	FAS-TE inh	eLon inh	Rin1-Abl PPI inh	MT1-MMP act inh
1	-5	2	0	2
2	38	10	-1	-3
3	-3	-3	-8	2
4	-8	-16	0	5
5	10	-5	-7	-5

# This part in full, from the start:
no.	mol	MsrA act	CendR NRP1 mod	SKN-1 block	PABP1 MLLE inh	Neddylation inh
1	Cc1ccc(-n2nnnc2SCC(N)=O)c(C)c1	-4	4	0	6	i
2	O=C(OCc1ccc([N+](=O)[O-])cc1)c1ccc2ccccc2n1	-3	3	3	-2	i
3	CCCn1c2ccccc2c2cnn(CC(=O)NCCCN3CCCCC3CC)c(=O)c21 (centres undefined)	-3	29*	13	1	i
4	O=C(NCc1ccc(N2CCCC2=O)cc1)NC1CCCCC1	-2	10	-7	-2	i
5	C/C(=N\NC(=O)COc1cccc(C)c1)c1ccc2ccccc2c1O	-2	-6	12	-24	i
6	CCc1cc(C(=O)Nc2nnc(C3CC3)s2)sc1C	-1	-2	13	3	i
7	CC(C)(C)c1ccc(OCCSc2nc3ccccc3n2CC(=O)O)cc1	-4	9	7	8	i
8	COc1ccc(NC(=O)CSCC(=O)N(C)CC(=O)Nc2cccc3ccccc23)cc1	-2	-9	5	-32	i

no.	FAS-TE inh	eLon inh	Rin1-Abl PPI inh	MT1-MMP act inh
1	-5	2	0	2
2	38	10	-1	-3
3	-3	-3	-8	2
4	-8	-16	0	5
5	10	-5	-7	-5
6	-1	-6	-1	0
7	78*	15	-2	5
8	-3	-1	0	3

# Arranged by value in eLon inh (rising): 3 from the list above.
entry | Molecule | MsrA act | CendR NRP1 mod | SKN-1 block | PABP1 MLLE inh | Neddylation inh | eLon inh | Rin1-Abl PPI inh | MT1-MMP act inh
3 | CCCn1c2ccccc2c2cnn(CC(=O)NCCCN3CCCCC3CC)c(=O)c21 (centres undefined) | -3 | 29* | 13 | 1 | i | -3 | -8 | 2
8 | COc1ccc(NC(=O)CSCC(=O)N(C)CC(=O)Nc2cccc3ccccc23)cc1 | -2 | -9 | 5 | -32 | i | -1 | 0 | 3
1 | Cc1ccc(-n2nnnc2SCC(N)=O)c(C)c1 | -4 | 4 | 0 | 6 | i | 2 | 0 | 2

# Carrying on:
no.	mol	MsrA act	CendR NRP1 mod	SKN-1 block	PABP1 MLLE inh	Neddylation inh
9	O=C(COc1ccccc1-c1ccccc1)NN=C1CCCC1	-2	2	-1	1	i
10	Cc1ccc(C)c(NC(=O)NNC(=O)c2cc3ccccc3cc2O)c1	-2	-27	-11	-5	i
11	CCn1nnc(NC(=O)c2sc3ccccc3c2Cl)n1	-2	11	5	9	i
12	CCn1c(CNC(=O)C23CC4CC(CC(C4)C2)C3)nnc1SCC(=O)Nc1nnc(C)s1	-1	23	-5	-16	i
13	Nn1c(SCC(=O)NC2CCS(=O)(=O)C2)nc2scc(-c3ccccc3)c2c1=O (centres undefined)	-9	-2	0	-2	i
14	COc1ccccc1NC(=O)c1c(Br)cnn1C	-10	1	12	-9	i
15	O=C(Nc1cccc(C(=O)N2CCCc3ccccc32)c1)c1ccccc1	-4	8	22	4	i
16	NNC(=O)c1oc2nc(-c3ccco3)cc(-c3ccco3)c2c1N	8.2*	-37	0	-43	i

no.	FAS-TE inh	eLon inh	Rin1-Abl PPI inh	MT1-MMP act inh
9	1	8	-1	1
10	3	-2	0	-15
11	-4	-1	-2	8
12	-6	-4	-4	2
13	-6	19	-2	17
14	-5	6	3	0
15	9	0	0	-4
16	-9	-63	-2	-95

# (list continues)
no.	mol	MsrA act	CendR NRP1 mod	SKN-1 block	PABP1 MLLE inh	Neddylation inh
17	COc1ccc(Cl)cc1NC(=O)c1[nH]nc(OC)c1[N+](=O)[O-]	-5	6	0	11	i
18	OCCC1CN(Cc2cccn2-c2cccnc2)CCN1CCc1ccccc1 (centres undefined)	-1	-9	-8	11	i
19	Cc1ccccc1CSCCNC(=O)Nc1ccccc1	-2	-10	3	-1	i
20	Cc1ccc(C(=O)NC(=S)Nc2ccccc2C(F)(F)F)cc1C	-5	-20	15	22	i
21	COc1ccc(C2=NN(C(=O)CSc3nnc(C)n3C)C(c3ccco3)C2)cc1 (centres undefined)	-5	1	4	-63	i
22	O=C(NCCCO)C(=O)NCC(c1ccc2c(c1)OCO2)N1CCN(c2ccc(F)cc2)CC1 (centres undefined)	5	2	13	-4	i
23	CC(C)NC(=O)C1(C)CN(S(C)(=O)=O)CC(=O)N1CC(F)(F)F (centres undefined)	/	5	3	/	i
24	COc1ccc(NC(=O)CSc2cn[nH]n2)c(OC)c1	-9	5	5	8	i

no.	FAS-TE inh	eLon inh	Rin1-Abl PPI inh	MT1-MMP act inh
17	-7	0	-5	-1
18	-3	1	0	-3
19	22	11	0	4
20	23	-4	2	-6
21	-2	4	1	4
22	-2	-2	1	-3
23	/	/	/	4
24	-8	0	3	-1

# (next part)
no.	mol	MsrA act	CendR NRP1 mod	SKN-1 block	PABP1 MLLE inh	Neddylation inh
25	Cc1ccc(Nc2nnc(SCC(=O)NC3CCCc4ccccc43)s2)cc1 (centres undefined)	-4	-6	9	-17	i
26	CS(=O)(=O)N1CCN(c2ccc(NC(=O)c3ccc([N+](=O)[O-])o3)cc2)CC1	0	8	-9	-19	i
27	CCOC(=O)c1c(C)[nH]c(C(=O)OCC(=O)NCc2ccc(OC)c(OC)c2)c1C	-8	-8	-7	2	i
28	CCn1c(SCc2nc(N)nc(N3CCCCC3)n2)nc2c1c(=O)n(C)c(=O)n2C	-8	6	6	10	i
29	Cc1ccccc1NC(=O)CSc1ccc(-c2ccco2)nn1	2	-13	8	16	i
30	Cc1cc(NC(=O)COc2ccccc2C)ccc1NC(=O)c1cccs1	-10	6	-8	-2	i
31	c1ccc2c(c1)CN1CCCC1=N2	-9	7	-16	4	i
32	CCCN1CCN(C(=O)c2ccc(CS(=O)c3ccc(Cl)cc3)o2)CC1 (centres undefined)	-3	-2	0	8	i

no.	FAS-TE inh	eLon inh	Rin1-Abl PPI inh	MT1-MMP act inh
25	4	-4	-3	4
26	14	9	-4	-2
27	-8	-5	3	0
28	-8	2	-1	12
29	-7	5	-3	3
30	3	4	2	5
31	-5	12	1	3
32	-6	4	4	-2

# Following part
no.	mol	MsrA act	CendR NRP1 mod	SKN-1 block	PABP1 MLLE inh	Neddylation inh
33	O=C(c1ccc(Cl)c(Cl)c1)N1CCC(=O)N([C@H](COCc2cccc(C(F)(F)F)c2)Cc2ccccc2)CC1	-2	2	1	/	i
34	CC(C)n1c(-c2ccco2)csc1=Nc1cccnc1	-6	22	3	-2	i
35	COc1ccc(NC(=O)C2Cc3c(-c4ccco4)ccnc3O2)cc1OC (centres undefined)	-1	-3	-6	-9	i
36	Cc1cccc(NC(=O)c2cc(NC(=O)c3ccco3)ccc2Cl)n1	-1	0	17	-3	i
37	COc1ccc(S(=O)(=O)c2c(O)c3ccc(C(=O)Nc4ccccc4Cl)cc3[nH]c2=O)cc1	-3	-21	3	9	i
38	COc1cc(C(=O)Nc2nc(C)cc(C)n2)cc(OC)c1OC	1	7	1	-4	i
39	COCCSc1nnc(NC(=O)C2CCCO2)s1 (centres undefined)	-1	4	10	14	i
40	O=C(c1ccc([N+](=O)[O-])cc1)N1CCN(C(=O)c2cccnc2)CC1	-1	9	13	7	i

no.	FAS-TE inh	eLon inh	Rin1-Abl PPI inh	MT1-MMP act inh
33	27	3	/	-2
34	0	-6	3	-3
35	-3	-14	1	10
36	2	4	0	-5
37	0	25*	0	5
38	-6	-2	-2	3
39	-10	-4	0	5
40	-3	-3	3	-1

# Following part.
no.	mol	MsrA act	CendR NRP1 mod	SKN-1 block	PABP1 MLLE inh	Neddylation inh
41	Cc1ccc(C2CC2C(=O)NNC(=S)Nc2ccc(Cl)cc2)cc1 (centres undefined)	-9	6	-10	44*	i
42	CN1CCN(c2ccc(NC(=O)c3ccc4c(c3)[nH]c(=O)n4Cc3ccc(F)cc3)cc2)CC1	-4	-5	5	-1	i
43	CC(C)OCC(O)CN1CCC(Cc2ccccc2)CC1 (centres undefined)	1	-7	9	8	i
44	S=c1nc(-c2ccccc2)[nH]c2ccc(Br)cc12	-2	-14	7	19	i
45	CC1(C)Cc2c(sc(NC(=O)c3ccccc3)c2C(=O)O)CO1	-5	-3	0	17	i
46	CCN1C(=O)c2cccc3c(S(=O)(=O)N(C(=O)c4ccncc4)c4ccc(OC)cc4)ccc1c23	-7	1	-2	-17	i
47	CCOC(=O)C1=CN(Cc2cccc(F)c2)S(=O)(=O)N(CC)C1c1ccccc1 (centres undefined)	0	-5	-4	-30	i
48	O=C(Nc1nnc(Cc2ccc(Cl)cc2)s1)c1ccco1	-7	13	2	3	i

no.	FAS-TE inh	eLon inh	Rin1-Abl PPI inh	MT1-MMP act inh
41	3	-2	-3	1
42	5	6	7	4
43	-6	-5	2	4
44	-2	6	-5	1
45	-2	-8	0	-3
46	14	-13	0	2
47	18	0	-3	-6
48	-7	-9	7.4*	0

# Continuation:
no.	mol	MsrA act	CendR NRP1 mod	SKN-1 block	PABP1 MLLE inh	Neddylation inh
49	Cc1occc1C(=O)Nc1c(Cl)cccc1Cl	-3	-3	0	2	i
50	COc1cc2c(cc1OC)C(=O)N1[C@H]3c4cc(Cl)ccc4OC[C@@H]3[C@H](c3ccccc3)[C@]1(C)C(=O)N2	-1	-10	6	2	i
51	Cc1ccccc1S(=O)(=O)N1CCN(C)CC1	-3	4	0	-7	i
52	O=[N+]([O-])c1cccc(C([O-])=C(C(=S)Nc2cccc3ccccc23)[n+]2ccccc2)c1	-8	-4	14	12	i
53	COc1cc(/C=N/NC(=O)c2ccc(O)cc2)ccc1Oc1ccc([N+](=O)[O-])cn1	-4	6	2	-12	i
54	COCCN(C(=O)CN1CCc2ccccc21)c1c(N)n(Cc2ccccc2)c(=O)[nH]c1=O	0	-74	21	-62	i
55	CCN1C(=O)N[C@@H](CCc2ccccc2)C(C(=O)OC)=C1C	-1	6	3	14	i
56	Brc1cccc(C2Nc3cccc4cccc(c34)N2)c1	-3	19	-13	14	i

no.	FAS-TE inh	eLon inh	Rin1-Abl PPI inh	MT1-MMP act inh
49	-8	-16	0	1
50	86*	0	1	-21
51	-3	9	0	-2
52	-12	-11	-1	3
53	14	-2	0	6
54	-7	-195	4	-15
55	22	-11	-2	1
56	26	2	-1	-5

# (cont.)
no.	mol	MsrA act	CendR NRP1 mod	SKN-1 block	PABP1 MLLE inh	Neddylation inh
57	COC(=O)C1=C(C)Nc2ncnn2C1c1ccccn1 (centres undefined)	-1	3	2	12	i
58	CCC1(c2ccc(F)cc2)NC(=O)N(CC(=O)NCC(=O)Nc2cccc(C)c2C)C1=O (centres undefined)	-8	10	-12	6	i
59	CCCCNCc1cc(Cl)c(OCCC)c(OCC)c1	-2	2	11	-16	i
60	Cc1cc(C)n2c(SCC(=O)Nc3ncc(C(F)(F)F)cc3Cl)nnc2n1	-13	-9	4	9	i
61	COc1ccc(C2C(C#N)=C(N)N(c3cccnc3)C3=C2C(=O)CCC3)cc1Cn1cc([N+](=O)[O-])cn1 (centres undefined)	-4	-96	23	-51	i

no.	FAS-TE inh	eLon inh	Rin1-Abl PPI inh	MT1-MMP act inh
57	-7	-8	2	0
58	-2	-4	3	5
59	-9	1	-4	-2
60	-2	-6	1	-2
61	3	-29	-2	-13
